From PubChem BioAssay
STK33 inh – blocks human STK33 kinase activity | purified STK33, MBP phosphorylation, ADP-Glo luminescence | hit rate 0.073% among 320,000 | inhibition, % at 10 µM | Q9BYT3;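 active = inhibition at or above 25%, using the most active replicate where run in duplicate; inactive = inhibition below 25%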
Target sequence (Q9BYT3 whole entry, looked up): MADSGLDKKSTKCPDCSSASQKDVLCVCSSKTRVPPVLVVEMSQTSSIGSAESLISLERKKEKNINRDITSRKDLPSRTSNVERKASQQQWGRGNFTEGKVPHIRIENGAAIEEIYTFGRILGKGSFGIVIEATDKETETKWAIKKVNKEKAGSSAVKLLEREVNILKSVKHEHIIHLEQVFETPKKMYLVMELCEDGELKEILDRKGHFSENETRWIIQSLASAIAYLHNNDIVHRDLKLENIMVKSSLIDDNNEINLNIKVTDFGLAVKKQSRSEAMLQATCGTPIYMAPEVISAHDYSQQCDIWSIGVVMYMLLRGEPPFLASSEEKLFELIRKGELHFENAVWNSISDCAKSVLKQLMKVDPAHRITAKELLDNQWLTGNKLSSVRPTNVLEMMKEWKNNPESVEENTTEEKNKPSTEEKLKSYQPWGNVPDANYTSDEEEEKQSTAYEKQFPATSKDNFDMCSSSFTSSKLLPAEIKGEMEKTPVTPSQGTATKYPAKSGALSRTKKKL
CHT PAM – human CHT allosteric activation. CHT-expressing cells, membrane potential dye, choline EC20; stronger effect = higher value; LV-AA mutant CHT in HEK293 cells. B-score at 10 µM. hit rate 0.49% among 310,000. AID 488977;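 active = initial fluorescence not abnormally high and integrated response B-score, plate-corrected, over 3 SD above library mean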
Target sequence (Q9GZV3 whole entry, looked up): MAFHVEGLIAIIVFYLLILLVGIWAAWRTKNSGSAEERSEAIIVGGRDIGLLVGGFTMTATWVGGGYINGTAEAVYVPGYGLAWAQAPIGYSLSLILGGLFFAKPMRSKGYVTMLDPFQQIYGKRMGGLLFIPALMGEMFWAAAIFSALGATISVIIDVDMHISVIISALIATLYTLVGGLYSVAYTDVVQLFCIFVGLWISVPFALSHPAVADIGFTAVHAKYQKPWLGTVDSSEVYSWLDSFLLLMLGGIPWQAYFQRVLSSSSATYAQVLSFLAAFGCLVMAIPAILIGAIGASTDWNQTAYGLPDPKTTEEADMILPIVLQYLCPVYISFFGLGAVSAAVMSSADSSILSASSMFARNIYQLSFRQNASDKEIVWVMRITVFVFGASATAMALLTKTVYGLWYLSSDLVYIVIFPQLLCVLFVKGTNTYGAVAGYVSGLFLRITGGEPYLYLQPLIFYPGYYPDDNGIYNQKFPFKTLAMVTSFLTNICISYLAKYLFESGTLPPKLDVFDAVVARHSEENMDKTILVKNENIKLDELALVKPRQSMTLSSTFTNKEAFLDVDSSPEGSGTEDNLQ
CHT inh – inhibits the human high affinity choline transporter; Q9GZV3; CHT-expressing cells, membrane potential dye, choline response; stronger effect = lower value; B-score at 10 µM; hit rate 0.86% among 310,000; AID 488975;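 active = B-score over 3 SD under the library average, and starting fluorescence ratio not unusually high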;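 note: choline stimulus applied at its EC90 after an EC20 pre-addition; B-score computed on integrated fluorescence ratio after choline addition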
Numbers without * were called inactive; i = inactive; · = not tested or not shown.

SMILES	STK33 inh	CHT PAM	CHT inh
Cn1c(N)c(C(=O)COC(=O)C2(c3ccc(F)cc3)CCCC2)c(=O)n(C)c1=O	-0.3	i	i
O=S(=O)(c1ccc(Cl)s1)N1CCN(c2ncccn2)CC1	-0.9	i	i
CC(C)Sc1nc2c(cnn2-c2ccc(Cl)cc2)c(=O)[nH]1	-1.1	i	i
COc1ccc(C(=O)NCc2nnc(SCC(=O)c3ccccc3)o2)cc1	-1.3	i	i
Cc1ccnc(N2C(=O)C3C4CC(C(Br)C4Br)C3C2=O)c1 (stereo not given)	-1.4	i	i
COc1ccc(Cc2nnc(SCC(=O)N3CCCC3)o2)cc1	-1.6	i	i
O=C(Nc1cccc2ccccc12)NC1CCCCC1	-0.3	i	i
COC(=O)c1cc(Cl)c(NC(=O)Cc2ccccc2)cc1OC	-1.6	i	i
CS(=O)(=O)N(CC(=O)N1CCN(Cc2ccccc2)CC1)c1cccc(Cl)c1	-0.5	i	i
O=C(COC(=O)c1cc(S(=O)(=O)N2CCCCC2)ccc1Cl)NCc1ccco1	-2.1	i	i
CC1(C)CC2CC(C)(CN2c2ncnc3ccccc23)C1 (stereo not given)	-0.6	i	-5.1*
COc1ccc(C(=O)N/C(N)=N/c2nc3ccccc3o2)cc1	-2.5	i	i
CCN(CC)c1ncnc2c1ncn2Cc1c(Cl)cccc1Cl	0.1	i	i
c1cc(C2CCN(Cc3nc(-c4ccc5c(c4)OCO5)no3)CC2)ccn1	-0.2	i	i
CCOC(=O)C1C(=O)NC(N2CCN(c3ccccc3)CC2)=NC1c1ccccc1 (stereo not given)	-1.3	i	i
O=C(Nc1cccc(Cl)c1)c1cc(S(=O)(=O)NCCc2ccc(Cl)cc2)ccc1F	4.0	i	i
Cc1cccc(NS(=O)(=O)c2ccc(Cl)cc2)n1	0.5	i	i
Cc1ccc(C2CC(c3cccc(C)c3)n3nc(N)nc3N2)cc1 (stereo not given)	1.0	i	i
CN1CCN(c2ccc(S(=O)(=O)N3CCCCC3)cc2NC(=O)c2ccc3ccccc3c2)CC1	-0.1	i	i
COc1cccc(NC(=O)CCCN2C(=O)C3CC=CCC3C2=O)c1 (stereo not given)	0.1	i	i
Oc1ccc(-c2csc(Nc3ccccn3)n2)cc1	2.5	i	i
COc1ccccc1N1CCN(/N=C/c2cccc(Cl)c2)CC1	-3.2	i	i
Nc1ccc(N2CCOCC2)cc1C(F)(F)F	-0.2	i	i
COC(=O)C1=C(C)NC(=O)C1(NC(=O)c1ccncc1)C(F)(F)F (stereo not given)	-1.4	i	i
COc1cccc(/C=N\NC(=O)C2=NNC(=O)C2C)c1O (stereo not given)	-0.1	i	i
CC(C)(C)C(=O)Nc1cccc(S(=O)(=O)NC2=NCCC2)c1	0.4	i	i
Cc1cc(=O)n2c(sc3ccccc32)c1C#N	0.3	i	i
COc1cccc(NC(=O)COc2cccc(-n3cnnn3)c2)c1	·	i	i
c1ccc(C[n+]2cccc(-c3ccccc3)c2)cc1	-1.6	i	i
NS(=O)(=O)c1ccc(CCNC(=O)c2ccc3c(c2)OCO3)cc1	-1.2	i	i
O=C(OCCOCCN=C1NS(=O)(=O)c2ccccc21)c1ccc(F)cc1	0.3	i	i
CCOc1ccc(OCCC(=O)NNC(=O)c2ccccc2Cl)cc1	-1.9	i	i
CCN(CC)S(=O)(=O)N1CCC(C(=O)NC(C)CCc2ccccc2)CC1 (stereo not given)	-0.1	i	i
Cc1ccccc1-c1nc(Cc2ccc(Cl)cc2)no1	-0.8	i	i
CC1CCc2sc(C(=O)NNC(=O)c3ccncc3)cc2C1 (stereo not given)	0.6	i	i
O=C(CCc1c[nH]c2ccccc12)NCC1CCCO1 (stereo not given)	-2.8	i	i
CC1=CC(=O)C(C(C)C)=C/C1=N/OS(=O)(=O)c1ccccc1	-2.9	i	-9.6*
O=C(Nc1ccc2c(c1)OCCO2)c1ccc(Br)s1	1.4	i	i
CCCNC(=O)Nc1ccsc1C(=O)OC	1.7	i	i
CCOC(=O)c1c(-c2ccco2)csc1NC(=O)COC(=O)c1cnc(C)cn1	0.9	i	i
O=C(c1cc(-c2cccc(O)c2)on1)N1CCc2ccccc2C1	0.3	i	i
CN(C)C(=O)c1ccc(NC(=O)c2ccccc2-c2ccccc2)cc1	-1.6	i	i
COc1ccc(N2CCN(c3cc(C)nc4ccc(OC)cc34)CC2)cc1	-1.2	i	i
CCOc1ccc(NC(=O)CSc2nccn(-c3ccc4c(c3)OCCO4)c2=O)cc1	-0.3	i	i
Cc1ccc(N2C(=O)C(Cl)=C(N3CCN(C)CC3)C2=O)c(C)c1	0.5	i	i
Cc1cc(C)n(CC(O)Cn2c(C)c(C)c3ccccc32)n1 (stereo not given)	0.7	i	i
CCc1ccccc1NC(=O)/C(=C/c1ccco1)c1ccccc1	0.2	i	i
O=C(COC(=O)c1ccncc1)NCc1ccccc1	-1.1	i	i
COc1ccc(CCNC(=O)C2CC3Cn4c(nc5cc(C)c(C)cc54)C3N2C)cc1 (stereo not given)	-0.9	i	i
CCOC(=O)c1sc2ncnc(Nc3cccc(C(=O)O)c3)c2c1C	-1.6	i	i
CC1(C)CC(=O)C(C(C2=C(O)CC(C)(C)CC2=O)c2cccnc2)C(=O)C1 (stereo not given)	0.8	i	i
O=Cc1ccc(-n2cncn2)cc1	8.1	i	i
CCN(CC)C(=O)CSc1nnc(-c2cc(-c3ccc(Cl)cc3)nc3ccccc23)o1	-0.8	i	i
COc1cc(C(C[N+](=O)[O-])c2c(-c3ccccc3)cc3ccccn23)cc(OC)c1OC (stereo not given)	-2.5	i	i
CCN(CC(=O)NCc1ccc(Cl)cc1)C(=O)Cc1ccccc1[N+](=O)[O-]	-0.1	i	i
O=C(CSc1nnc(CNC(=O)c2c(F)cccc2F)o1)NCc1ccccc1Cl	-1.1	i	i
COc1ccc(CNC(=O)C(c2cccs2)N(Cc2ccco2)C(=O)Cc2cccs2)cc1 (stereo not given)	-0.3	6.6*	i
O=C(O)C1Cc2ccccc2CN1S(=O)(=O)c1ccc(Cl)cc1 (stereo not given)	1.1	i	i
Cc1nc(CNC(=O)c2ccccc2OC2CCN(S(C)(=O)=O)CC2)cs1	0.9	i	i
COc1ccc(NC2(c3ccccc3)OC(=O)c3ccccc32)cc1 (stereo not given)	0.6	i	i

(further entries)
SMILES	STK33 inh	CHT PAM	CHT inh
Cc1ccc(CNC(=O)CN2C(=O)COc3ccc(S(=O)(=O)N4CCC(C)CC4)cc32)o1	-1.8	i	i
COC(=O)CC1COc2ccccc2N1C(=O)c1ccc(C(C)(C)C)cc1 (stereo not given)	-2.4	i	i
Cc1cccc(C)c1NC(=O)C1CCN(C(=O)c2cccs2)CC1	-0.8	i	i
CC1CCN(S(=O)(=O)c2nnc(NC(=O)c3cccc(Cl)c3)s2)CC1	-0.6	i	-6.6*
CCSc1nc2ccccc2n1C(=O)/C=C/c1ccc(OC)c(OC)c1	4.9	i	i
O=C(CC(=O)NCc1ccc(Cl)cc1)NCc1ccccc1	-0.9	i	i
O=C(O)c1cc(O)c2c(c1)C(=O)c1cccc(O)c1C2=O	0.1	i	i
Cc1cccn2c(=O)c3cc(C(=O)NC4CCCC4)sc3nc12	0.5	i	i
CCc1ccc(C(=O)C[n+]2cccc3cc(OC)ccc32)cc1	0.3	i	i
COc1ccc(CC(=O)Nc2ccc(/C(C)=N/NC(=O)c3ccc(OC)cc3OC)cc2)cc1	-0.1	i	i
CCN1CCN(c2ccc(S(=O)(=O)N3CCCCC3)cc2NC(=O)Cc2c(Cl)cccc2Cl)CC1	0.2	i	i
CCCCCC(=O)Oc1cccc(N2C(=O)C3CCCCC3C2=O)c1 (stereo not given)	-1.9	i	i
CN1CC(=O)N2C(c3cccc([N+](=O)[O-])c3)c3[nH]c4ccccc4c3C[C@H]2C1=O (stereo not given in full)	-0.6	i	i
CCOP(=O)(c1ccc(N(C)C)cc1)C(O)c1cccnc1 (stereo not given)	0.7	i	i
O=C(O)CCCCCNC(=O)c1cccc(Br)c1	-0.5	i	i

The closing four records of the section before open the next one:
SMILES	STK33 inh	CHT PAM	CHT inh
CCCCCC(=O)Oc1cccc(N2C(=O)C3CCCCC3C2=O)c1 (stereo not given)	-1.9	i	i
CN1CC(=O)N2C(c3cccc([N+](=O)[O-])c3)c3[nH]c4ccccc4c3C[C@H]2C1=O (stereo not given in full)	-0.6	i	i
CCOP(=O)(c1ccc(N(C)C)cc1)C(O)c1cccnc1 (stereo not given)	0.7	i	i
O=C(O)CCCCCNC(=O)c1cccc(Br)c1	-0.5	i	i
O=C1C=C(N2CCN(C(=O)c3ccccc3)CC2)C2(CCCCC2)O1	2.8	i	i
Cc1ccc(S(=O)(=O)N(CC(=O)NC2CCCCCC2)c2ccccc2F)cc1	-2.6	i	i
CC(=O)N=c1c(C#N)cc2c(=O)n3ccccc3nc2n1Cc1ccccc1	0.9	i	i
Cc1c(Cl)cccc1NC(=S)Nc1ccccn1	0.0	i	i
CN(C)CCN=Cc1c(O)n(Cc2ccc3c(c2)OCO3)c(=O)c2ccccc12	-0.2	i	i
O=S(=O)(Nc1ccc(N2CCOCC2)cc1)c1ccccc1	-0.4	i	i
O=C(OCC(=O)N1c2ccccc2Sc2ccccc21)c1cccnc1	-1.1	i	i
Cc1ccc2c(c1)c1nnc(SCC(=O)Nc3ccccc3C(F)(F)F)nc1n2CC(=O)O	-0.6	i	i
N#Cc1c(N2CCOCC2)nc(N2CCCCC2)c2c1CCN(C1CCCCC1)C2	1.1	i	i
Cc1ccc(/C=C(\NC(=O)c2ccccc2)C(=O)OCc2ccccc2)cc1	-0.9	i	i
Cn1c2c(c(=O)n(C)c1=O)C(c1cccc([N+](=O)[O-])c1)Nc1ccccc1O2 (stereo not given)	1.5	i	i
COC(=O)c1[nH]c2ccc(F)cc2c1NS(=O)(=O)c1ccc(OC)cc1	-1.8	i	i
CCOC(=O)N1CCC(NC(=O)CS(=O)(=O)Cc2nc(-c3ccc(C)cc3)oc2C)CC1	-0.9	i	i
C=CCNc1nc(NCCO)nc(N2CCCC2)n1	-1.1	i	i
CSc1nsc(SCC(=O)Nc2ccc3c(c2)OCCO3)n1	-0.3	i	i
Cc1nc(C)n(CC(=O)N2CCCC(C(=O)c3ccc(C(F)(F)F)cc3)C2)n1 (stereo not given)	0.7	i	i
Cc1ccc(N=CC=C2OC(C)(C)C(C)(C)O2)c(C)c1	-0.7	i	i
C/C(=N/NC(=O)CN1CCN(S(=O)(=O)c2ccc(Br)cc2)CC1)c1ccncc1	·	i	i
COc1ccc(Cl)cc1N(CC(=O)NCC(C)C)S(=O)(=O)c1ccc(C)c([N+](=O)[O-])c1	-2.1	i	i
O=C(O)CCCN1C(=O)C2C3CC(C2C1=O)C1C(c2ccccc2)c2sc(=O)[nH]c2SC31 (stereo not given)	-1.5	i	i
COc1cc(COCC(O)CN2CCN(Cc3ccccc3)CC2)cc(OC)c1OC (stereo not given)	-0.1	i	i
CS(=O)(=O)N(CC(=O)NCc1ccccc1Cl)C1CCCCC1	1.1	i	i
COc1c(CC=C(C)C)cc(C2CC(=O)c3c(O)cc(O)cc3O2)c(CC=C(C)C)c1O (stereo not given)	-0.6	i	i
Cc1c(OCC(=O)N[C@@H](Cc2ccccc2)C(=O)O)ccc2c1oc(=O)c1ccccc12	-1.4	i	i
O=C(O)CCSCC(=O)c1ccc2c(c1)OCCO2	0.5	i	i
Cc1ccc(NC(=O)CSc2nnc(Cc3cccn3C)n2-c2ccc(F)cc2)c(C)c1	-0.3	i	i
Cc1sc2ncnc(Sc3nnc4sc5ccccc5n34)c2c1C	-2.0	i	i
Cc1nnc(NC(=O)CSc2nc3c(c(=O)n2C)SC(C)C3)s1 (stereo not given)	-0.9	i	i
COc1cccc(/C=C2\Sc3ccc(C(=O)NCc4cccnc4)cc3N(C)C2=O)c1	0.0	i	i
O=C(c1cccc(C(F)(F)F)c1)N1CCN(C2CCCCC2)CC1	-0.5	i	i

Taken from above.
Reading of Cc1nc(C)n(CC(=O)N2CCCC(C(=O)c3ccc(C(F)(F)F)cc3)C2)n1 (stereo not given) under STK33 inh: 0.7
Reading of O=C(c1cccc(C(F)(F)F)c1)N1CCN(C2CCCCC2)CC1 under STK33 inh: -0.5
Reading of Cc1ccc(N=CC=C2OC(C)(C)C(C)(C)O2)c(C)c1 under STK33 inh: -0.7
Reading of COc1cc(COCC(O)CN2CCN(Cc3ccccc3)CC2)cc(OC)c1OC (stereo not given) under STK33 inh: -0.1

4 records picked at random from the list so far, as already listed:
SMILES	STK33 inh	CHT PAM	CHT inh
Cc1sc2ncnc(Sc3nnc4sc5ccccc5n34)c2c1C	-2.0	i	i
O=C(O)CCSCC(=O)c1ccc2c(c1)OCCO2	0.5	i	i
C/C(=N/NC(=O)CN1CCN(S(=O)(=O)c2ccc(Br)cc2)CC1)c1ccncc1	·	i	i
COc1ccc(Cl)cc1N(CC(=O)NCC(C)C)S(=O)(=O)c1ccc(C)c([N+](=O)[O-])c1	-2.1	i	i

More records:
SMILES	STK33 inh	CHT PAM	CHT inh
O=C(CCc1ccccc1)Nc1nnc(-c2cccs2)o1	-0.6	i	i
COc1cccc(/C=N/NC(=O)c2cccc([N+](=O)[O-])c2)c1OS(=O)(=O)c1ccccc1	-1.6	i	i
COc1ccc(/C=C/C(=O)NCCCN2CCCCCC2)cc1	-0.5	i	i
COc1ccccc1C(=O)N/C(=C\c1cn(S(=O)(=O)N(C)C)c2ccccc12)C(=O)NCCN1CCOCC1	1.0	i	i
c1ccc(-n2nnnc2CN2CCOCC2)cc1	-0.7	i	i
CC(=O)SC1CC(=O)N(c2c(C)cccc2C)C1=O (stereo not given)	-0.4	i	i
O=C(CC1NCCc2ccccc21)Nc1ccccc1Cl (stereo not given)	0.5	i	i

Compounds from the list above that contain a tert-butyl group (2):
SMILES	STK33 inh	CHT PAM	CHT inh
CC(C)(C)C(=O)Nc1cccc(S(=O)(=O)NC2=NCCC2)c1	0.4	i	i
COC(=O)CC1COc2ccccc2N1C(=O)c1ccc(C(C)(C)C)cc1 (stereo not given)	-2.4	i	i
